Assay outcomes as filed in PubChem BioAssay.
NR3A LBD binder: NR3A (human) ligand-binding domain modulation. Tm shift relative to glycine control, % at 25 µM. AID 1259313. NR3A LBD differential scanning fluorimetry, Tm shift; 0% = protein alone, 100% = glycine-bound protein. 2.5% of 340,000 active;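 active = melting temperature shift of at least 10% of the positive control shift, at one fixed dose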
MPTP inh: inhibitors of mitochondrial permeability transition pore; AID 602449; inhibition, % at 10 µM; isolated mouse mitochondria, Ca2+ swelling absorbance, 30 min; 1.4% of 360,000 active;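 active = inhibition of 50% or more, scaled per plate between neutral and stimulator controls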;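 also: 0% = DMSO wells given calcium and 100% = 1 mM EGTA wells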
APOBEC3G inh: inhibitors of human APOBEC3G DNA deaminase; Q9HC16; recombinant A3G, ssDNA deamination FAM/TAMRA fluorescence; inhibition, % at 20 µM; 0.28% of 330,000 active; AID 493012;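 active = inhibition of at least 40% at 20 µM, with no more than 30% in the related APOBEC3A deaminase screen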;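 also: plate controls were DMSO wells with A3G for no effect and wells lacking A3G enzyme for full effect; some compounds called inactive have numbers as strong as hits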
Target sequence (Q9HC16 whole entry, looked up): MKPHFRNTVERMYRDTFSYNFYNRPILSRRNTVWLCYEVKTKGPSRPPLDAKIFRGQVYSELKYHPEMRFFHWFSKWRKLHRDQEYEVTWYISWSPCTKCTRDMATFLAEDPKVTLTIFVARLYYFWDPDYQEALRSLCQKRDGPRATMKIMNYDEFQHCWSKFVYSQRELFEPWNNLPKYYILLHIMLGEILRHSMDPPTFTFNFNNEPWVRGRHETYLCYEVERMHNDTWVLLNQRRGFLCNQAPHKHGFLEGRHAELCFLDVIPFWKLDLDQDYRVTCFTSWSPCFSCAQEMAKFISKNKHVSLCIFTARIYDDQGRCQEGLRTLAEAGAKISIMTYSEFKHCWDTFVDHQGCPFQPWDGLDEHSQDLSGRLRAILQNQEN
hIAP activ: human IAP activation | P09923 | purified human IAP, CDP-Star luminescence, 30 min; hits give high values; 1 = vehicle-only enzyme, 0 = enzyme-free background | activation factor at 10 µM | 0.16% of 330,000 active;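 active = activation factor of the enzyme at least 2-fold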; also: the source names both 10 and 20 µM as test concentration; values of inactives mirror those of a sister screen read the other way
Target sequence (P09923 whole entry, looked up): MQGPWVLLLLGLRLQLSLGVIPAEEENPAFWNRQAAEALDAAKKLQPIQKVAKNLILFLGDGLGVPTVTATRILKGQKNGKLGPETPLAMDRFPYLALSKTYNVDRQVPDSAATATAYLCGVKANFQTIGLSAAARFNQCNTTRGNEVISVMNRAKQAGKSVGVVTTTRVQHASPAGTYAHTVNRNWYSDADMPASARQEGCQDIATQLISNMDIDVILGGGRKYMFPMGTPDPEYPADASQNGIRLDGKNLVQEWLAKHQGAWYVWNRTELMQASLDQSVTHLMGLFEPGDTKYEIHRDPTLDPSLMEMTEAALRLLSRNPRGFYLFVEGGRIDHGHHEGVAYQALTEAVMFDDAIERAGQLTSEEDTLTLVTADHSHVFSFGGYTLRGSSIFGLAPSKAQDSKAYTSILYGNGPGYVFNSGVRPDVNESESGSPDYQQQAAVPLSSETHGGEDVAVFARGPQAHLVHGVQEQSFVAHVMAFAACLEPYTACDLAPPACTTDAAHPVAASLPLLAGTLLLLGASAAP
MIN6 prolif: inducers of beta-cell replication in MIN6 cells; MIN6 cells proliferation, ATPlite luminescence, 48 h; cells starved in 0.2% serum; 100% = growth in 10% serum; proliferation, % at 10 µM; 0.29% of 330,000 active;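 active = compounds whose signal lies at least 3.5 SD above the mean of all wells on their plate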;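 also: 0% = DMSO-treated cells in low-serum medium and 100% = 10% serum control; some compounds called inactive have numbers as strong as hits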
mIAP block: blocks mouse intestinal alkaline phosphatase. purified mouse IAP, CDP-Star luminescence, 30 min. inhibition, % at 10 µM. 0.2% of 330,000 active. AID 2806;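 active = inhibition of at least 40% at 10 µM in the primary screen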;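 also: plate controls were DMSO with enzyme for no effect and no enzyme wells for full effect; values of inactives mirror those of a sister screen read the other way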
mIAP act: mouse IAP activation. 0.24% of 330,000 active. AID 2805. activation factor at 10 µM. muIAP, CDP-Star luminescence, 30 min; hits give high values; 1 = vehicle-only enzyme signal, 0 = enzyme-free wells;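 active = activation factor of at least 2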; also: the source names both 10 and 20 µM as test concentration; values of inactives mirror those of a sister screen read the other way
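System: mouse IAP enzyme. Reagent: CDP-Star chemiluminescent phosphatase substrate. Benchmarks: DMSO wells, no-enzyme wells. Times: 30 min enzyme-substrate-compound incubation at room temperature. Detection: luminescence from enzymatic CDP-Star hydrolysis. Doses: test compounds delivered from DMSO solution.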
hIAP inh: human IAP inhibition; inhibition, % at 10 µM; purified IAP, CDP-Star luminescence, 30 min; 0.12% of 330,000 active; AID 2544;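 active = inhibition reaching a set limit with compound at 10 µM in the primary screen, cut at about 35% in these data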;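 also: plate controls were DMSO wells with enzyme for no effect and no-enzyme buffer wells for full effect; values of inactives mirror those of a sister screen read the other way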
A3A deaminase: human APOBEC3A DNA deaminase inhibition; inhibition, % at 20 µM; AID 493011; recombinant A3A, FAM/TAMRA ssDNA deamination fluorescence; 0.41% of 330,000 active;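 active = at least 40% inhibition at 20 µM here, with at most 30% in a related deaminase screen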;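 also: plate controls were A3A with DMSO for no effect and wells lacking A3A enzyme for full effect; some results filed as inactive read as strong as hits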
* = called active by the depositor; x = no result given.

molecule	NR3A LBD binder	MPTP inh	APOBEC3G inh	hIAP activ	MIN6 prolif	mIAP block	mIAP act	hIAP inh	A3A deaminase
N#CC1(c2ccccc2)CCC(=NNS(=O)(=O)c2ccccc2)CC1 (stereo not given)	-4	-0.3	-3	0.86	1	-4	1	14	1
C[C@H]1CN([C@@H](C)CO)C(=O)c2cccc(NC(=O)c3ccc(-c4nccs4)cc3)c2O[C@@H]1CN(C)C(=O)Nc1cccc2ccccc12	-4	-1.9	-5	1	-2	14	0.86	-2	-5
O=C(C[C@H]1C[C@H](C(=O)N2CCOCC2)[C@@]2(CCC3CCCC3)c3[nH]c4ccc(Cl)cc4c3CCN2C1=O)NCc1ccco1	3	-1.2	1	x	x	-26	1.3	x	4
COc1ccc(C(=O)CSc2nnc(-c3ccc(S(=O)(=O)N4CCOCC4)cc3)o2)cc1	2	3.2	-5	0.97	0	-1	1	2	-3
Cc1nc2ccccc2c(=O)n1NC(=O)C1CCC(C(C)(C)C)CC1 (stereo not given)	1	-0.7	-1	1.1	-2	4	0.96	-9	0
CC1=NN(C(=O)c2ccc(Br)cc2)C(O)(c2ccccc2)C1 (stereo not given)	-1	35	-4	0.95	-2	21	0.79	5	-4
CC(=O)Nc1ccc(NC(=O)C/C(C)=N/NC(=O)C(=O)Nc2ccc(C)c(Cl)c2)cc1	-5	9.2	-7	1.3	2	9	0.91	-25	-4
Cc1ccc(CNC(=O)C2C3C=CC4(CN(Cc5cccnc5)C(=O)C24)O3)cc1 (stereo not given)	-12	-0.6	1	0.97	3	2	0.98	3	-1
O=C(CCSCc1ccc(Cl)cc1)NCCC1=CCCCC1	2	13	-2	0.97	-1	-12	1.1	3	3
COc1ccc(/C=N/NC(=O)c2ccc3c(c2)OCO3)c(C(=O)O)c1OC	0	-0.2	23	1.1	-4	0	1	-6	-4
Cc1cc(NC(=O)/C=C/c2ccco2)ccc1NC(=O)c1ccccc1	0	-0.5	1	1	-2	2	0.98	0	0
Cc1ccc(CSc2nc3ccccc3cc2C=O)cc1	-12	1.8	0	0.98	-4	4	0.96	2	0
COc1ccc(NC(=O)Nc2cc3oc4ccccc4c3cc2OC)cc1	13*	6.9	1	0.91	-1	-10	1.1	9	1
Cc1nc2ccccc2nc1OCC(=O)Nc1ccc(F)cc1	0	-2.5	-5	0.9	-1	6	0.94	10	2
CCCc1c(C(=O)Nc2cc(C)on2)cnn1-c1ccccc1	-2	3.5	1	0.92	0	4	0.96	8	2
COC(=O)c1c(NC(=O)C(=O)N2CCCCC2)sc2c1CC(C)(C)OC2	0	-1.7	3	1	0	-5	1	-2	2
O=C(Oc1ccc2ccc(=O)oc2c1)c1cccs1	-3	-0.9	-2	0.95	0	3	0.97	5	0
CC(=O)N1CCC2(CC1)C(C#N)=C(N)OC1=C2C(=O)CC(C)(C)C1	1	0.3	-3	1	-1	-4	1	-1	-13
O=C(c1ccc2c(=O)n(Cc3ccccc3)c(=S)[nH]c2c1)N1CCCC1	-2	-1.0	-5	1.2	0	1	0.99	-16	0
Cc1nn(CCO)c(N)c1C1(O)C(=O)Nc2c(Cl)cc(Cl)cc21 (stereo not given)	-2	0.5	-4	0.93	-2	2	0.98	7	-3
COC(=O)C1CCN(C(=O)/C=C/c2ccc3c(c2)OCO3)CC1	-1	1.0	0	0.88	-2	-3	1	12	1
COc1cccc(CN2CCN(Cc3cc(OC)c(OC)cc3OC)CC2)c1	-1	-0.3	8	1.2	-5	-14	1.1	-16	-7
CN(Cc1ccccc1)C(=O)COC(=O)Cc1ccc(Cl)cc1	0	-1.8	0	1.1	-2	-4	1	-8	-3
Cc1cccc(C)c1OCC(=O)Nc1ccc(NC(=O)c2ccco2)cc1	5	-3.1	-4	1.2	-1	10	0.9	-15	0
COc1ccc(NC(=O)C2CCOC2=O)cc1 (stereo not given)	1	1.4	-1	1.1	-1	-11	1.1	-7	-2
COc1ccc(CC(=O)Nc2ccccc2C(C)=O)cc1S(=O)(=O)N1CCOCC1	1	0.7	-7	1.1	-3	-1	1	-10	-1
CC(=O)C1=C(C)NC(SCC(=O)c2ccccc2)=C(C#N)C1CC(C)C (stereo not given)	-1	-1.9	4	0.94	-2	16	0.84	6	-9
O=C(CN1CCN(c2ccccn2)CC1)NC(=O)NC1CCCCC1	3	-0.4	-4	1	-2	-2	1	-2	-1
CCOc1ccc(NC(=O)N(c2ccccc2)c2ccccc2)cc1	1	0.2	-5	1.3	-1	-1	1	-26	-1
Cc1cccc2nc(CSc3ncccc3C(=O)O)cn12	0	0.9	-3	1.2	-4	-6	1.1	-17	-2
CCOc1ccc(Nc2cc(C)nc3c(C)cccc23)cc1	0	0.7	-5	1.1	2	-6	1.1	-10	-5
O=C(COC(=O)[C@@H]1CC(O)CN1S(=O)(=O)c1ccc([N+](=O)[O-])cc1)NC12CC3CC(CC(C3)C1)C2 (stereo not given in full)	1	0.5	-5	0.98	-3	3	0.97	2	6
O=C(O)CN1C2=NCCCN2c2ccccc21	-2	-1.6	-8	1	1	2	0.98	-4	-3
O=C(Nc1ccc(F)cc1F)C1CCN(S(=O)(=O)c2cccnc2)CC1	2	-2.8	-4	0.99	-2	5	0.95	1	-1
O=c1c2ccccc2nc(COc2ccccc2)n1/N=C/c1ccco1	0	1.1	10	0.99	1	-5	1.1	1	-1
O=C(O)CCc1nc(-c2cccs2)no1	1	0.3	-2	1.2	-5	0	1	-16	10
O=C(NC1CCCCC1)C1COc2ccccc2O1 (stereo not given)	1	0.6	-6	0.92	3	0	1	8	-3
CCOCC(=O)Nc1cc(C(=O)OC)ccc1C(=O)OC	-1	-0.4	4	1	-1	9	0.91	-4	2
C[C@]12C=CC(=O)C=C1CC[C@@H]1[C@@H]2[C@@H](O)C[C@@]2(C)[C@H]1CC[C@]2(O)C(=O)COC(=O)CCC(=O)O	-1	-1.7	-10	1	-3	0	1	0	0
Cc1occc1C(=O)/C(C#N)=C/c1ccc(O)c(Br)c1	-6	48	-4	0.66	0	29	0.71	34	1
O=C1CC(c2cccs2)CC(O)=C1C=NCCN1CCNCC1 (stereo not given)	-1	-1.8	0	0.95	-2	-1	1	5	0
C=C(C)c1cccc(C(C)(C)NC(=O)N(C)C2CCN(C)CC2)c1	-2	-0.6	-7	0.89	-1	-8	1.1	11	-1
O=c1c(-c2ccccc2)c(O)nc2ccccn12	4	0.2	0	1	-3	2	0.98	-1	-2
O=C(COC(=O)CNC(=O)c1ccc(Cl)cc1)Nc1ccc(Cl)cn1	2	-0.2	0	0.98	1	-9	1.1	2	6
O=[N+]([O-])c1cc(Cl)ccc1NCCc1ccccn1	2	0.4	-8	0.72	1	3	0.97	28	0
O=[N+]([O-])c1ccc(N2CCOCC2)cc1NCCCO	1	-2.1	0	0.99	0	14	0.86	1	4
Cn1ncc2nc[nH]c(=O)c21	1	0.6	-4	0.94	1	1	0.99	6	-1
CNCC(O)CN1CCN(c2ccccc2OC)CC1 (stereo not given)	-1	-1.0	-2	0.87	-3	-2	1	13	7
CCNC(=O)N1c2ccc(OCC)cc2C(C)=CC1(C)C	-1	3.0	-3	0.9	-1	5	0.95	10	-3
COc1cccc(CNc2nc3ccccc3n2CCN2CCCCC2)c1	-4	1.7	3	0.9	-4	2	0.98	10	3
O=C(Nc1ccc(OC(F)(F)F)cc1)C1=NCCN1	1	-0.4	-10	1.1	-1	-8	1.1	-7	0
Cn1nc(C(F)(F)F)c(C(=O)Nc2ccc(F)cc2F)c1Sc1cccc(C(F)(F)F)c1	-9	22	-6	0.92	-4	0	1	8	2
CC(=O)c1ccc(NS(=O)(=O)c2ccc3c(c2)N(C)CCO3)cc1	0	-0.1	-3	1.1	0	1	0.99	-12	-5
CCCNC(=O)c1c(C)cc(=O)oc1C	-1	-1.3	-5	0.83	3	5	0.95	17	0
Cc1ccc2c(c1)cc1c(=O)n(CC(=O)N(C)c3ccccc3)nc(C)n12	-5	-0.4	-3	0.93	-1	-5	1.1	7	-3
Cc1ccc(/C=N/Nc2ccc3c(C(F)(F)F)cc(C(F)(F)F)nc3n2)cc1	1	0.1	6	1.1	-3	5	0.95	-14	4
CCS(=O)(=O)N1Cc2ccccc2CC1C(=O)NCc1cccc(OC)c1 (stereo not given)	1	-2.3	0	0.96	4	-2	1	4	2
CC(C)CCC(CC(C)O)c1n[nH]c(=S)n1-c1ccccc1 (stereo not given)	-2	-0.4	2	0.78	1	6	0.94	22	-7
CC1=C(C)/C(=N/OC(=O)c2cccc([N+](=O)[O-])c2)C=CC1=O	1	-0.2	2	1	-3	-4	1	0	2
O=C(COC(=O)c1nc(Cl)ccc1Cl)NCCc1ccccc1	-4	-0.3	-12	1.2	-5	-2	1	-24	3
CCC1CCCCN1C(=O)CSc1nnc(CNC(=O)COc2ccc(Cl)cc2)o1 (stereo not given)	0	-0.5	-9	1.1	-2	-3	1	-9	-11
COc1cc(C2c3c(-c4ccccc4)n[nH]c3C(=O)N2c2ccccc2)ccc1O (stereo not given)	-4	3.1	-2	0.96	0	-7	1.1	4	0
Cc1ccc(-n2c(SCC(=O)N3CCCC3)nc3c(c2=O)SCC3)cc1	x	x	2	0.95	-1	-1	1	5	1

This is a random part of the collection; 5% or so of the library scored in one or more.
